esBAF inh = blocks esBAF chromatin remodeling in mouse ES cells; Bmi1-luciferase knock-in reporter, 24 h; 100% = twice the neutral-well signal; 350,000 compounds, 2% hits; AID 602393; reporter increase, % at 12.5 µM; in the data active = activation above about 40%;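 note: 0% = median of the plate's neutral control wells and 100% = double that signal; a rise in the Bmi1 reporter signal indicates esBAF inhibition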
RAD52 inh = blocks human RAD52 DNA annealing; 360,000 compounds, 0.46% hits; P43351; recombinant RAD52 DNA annealing, FRET fluorescence; inhibition, % at 18.7 µM;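 active = every replicate showing at least 50% inhibition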
Target sequence (P43351 whole entry, looked up): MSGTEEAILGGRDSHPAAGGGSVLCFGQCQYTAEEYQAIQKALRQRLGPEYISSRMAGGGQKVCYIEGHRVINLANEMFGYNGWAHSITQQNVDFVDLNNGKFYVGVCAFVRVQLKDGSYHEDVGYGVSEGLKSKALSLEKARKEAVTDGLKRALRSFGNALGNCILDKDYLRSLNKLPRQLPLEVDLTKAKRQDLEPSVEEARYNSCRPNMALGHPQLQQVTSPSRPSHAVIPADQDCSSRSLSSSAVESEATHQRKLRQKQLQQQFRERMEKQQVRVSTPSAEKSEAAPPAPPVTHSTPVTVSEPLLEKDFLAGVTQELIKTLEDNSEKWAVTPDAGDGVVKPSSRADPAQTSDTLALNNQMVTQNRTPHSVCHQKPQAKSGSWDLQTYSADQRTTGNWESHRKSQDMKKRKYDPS
PglD DTNB = inhibitors of Campylobacter jejuni PglD acetyltransferase | 360,000 compounds, 0.098% hits | purified PglD enzyme, DTNB colorimetric CoA detection | inhibition, % at 12.5 µM; in the data active = inhibition above about 16%, passing the limit was not always enough; note: strong numbers were not always called active
Casp6 inh = caspase-6 (human) enzyme inhibition; AID 686996; inhibition, % at 12.5 µM; 350,000 compounds, 0.53% hits; purified caspase-6, Z-VEID-R110 cleavage fluorescence;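 active = mean inhibition across replicates at least about 35%, with every replicate also reaching that limit, limit read from the data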;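 note: 0% = median of neutral control wells and 100% = no fluorescence left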
ERp5 block = blocks human ERp5 reductase activity on insulin | Q15084 | ERp5 insulin aggregation, absorbance 650 nm, 90 min | inhibition, % at 9.99 µM | 350,000 compounds, 0.05% hits | AID 651711;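 active = mean replicate inhibition above about 25%, with every replicate also reaching it, limit read from the data, passing the limit was not always enough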
ARNT-TACC3 inh = disrupts binding between human ARNT and TACC3. Q9Y6A5. AlphaScreen His-ARNT PAS-B/GST-TACC3 binding, luminescence; TACC3 fragment carries E629A point mutation. inhibition, % at 9.99 µM. 390,000 compounds, 0.66% hits;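 active = mean inhibition of replicates at least 50% and at least half of replicates each reaching 50%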;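 note: 0% = complete ARNT plus TACC3 wells and 100% = ARNT alone without TACC3; many hits fall short of the cut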
RAD54 inh = blocks human RAD54 Holliday junction branch migration. inhibition, % at 10.4 µM. AID 602329. 360,000 compounds, 0.14% hits. FAM/BHQ fluorescence. Q92698;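 active = mean normalized replicate activity at least 40 and at least half of replicates scoring 40 or more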;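 note: 0% = median of neutral control wells and 100% = median of positive control wells; inhibitors cause a drop in the FAM fluorescence signal; in these data hits start at about 50%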
E-sel inducer = E-selectin induction on HUVECs. HUVEC E-selectin immunofluorescence imaging; normalized: neutral wells 0, TNF-alpha wells 100. 260,000 compounds, 0.37% hits. P16581. activation, % at 7.58 µM;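 active = mean E-selectin-positive cell signal at least 10% of the positive control, reached in at least 60% of replicates, without over 20% cell loss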;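 note: in these data hits start at about 27%; measured in HUVEC primary endothelial cells; signal is the percent of cells scored E-selectin positive by PE staining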
Target sequence (P16581 whole entry, looked up): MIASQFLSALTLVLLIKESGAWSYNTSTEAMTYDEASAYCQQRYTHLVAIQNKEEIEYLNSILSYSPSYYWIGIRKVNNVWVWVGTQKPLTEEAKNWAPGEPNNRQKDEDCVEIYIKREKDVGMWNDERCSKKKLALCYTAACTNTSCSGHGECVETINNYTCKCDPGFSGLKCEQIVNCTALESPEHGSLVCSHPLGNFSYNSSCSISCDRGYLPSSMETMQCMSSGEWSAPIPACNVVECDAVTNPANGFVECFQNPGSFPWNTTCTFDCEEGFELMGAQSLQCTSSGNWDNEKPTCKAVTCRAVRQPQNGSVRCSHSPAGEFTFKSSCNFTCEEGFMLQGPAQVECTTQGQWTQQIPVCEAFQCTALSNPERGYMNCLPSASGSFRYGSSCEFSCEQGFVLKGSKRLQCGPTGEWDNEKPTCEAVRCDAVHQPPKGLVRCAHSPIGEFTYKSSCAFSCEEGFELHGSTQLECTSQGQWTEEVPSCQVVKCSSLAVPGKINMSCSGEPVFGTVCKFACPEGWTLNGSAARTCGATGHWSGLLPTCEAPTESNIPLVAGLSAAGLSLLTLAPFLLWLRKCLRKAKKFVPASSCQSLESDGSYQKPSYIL
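Read-out basis: % PE-positive cells; Test system: HUVEC primary endothelial cells; Technique: immunofluorescence imaging; Dosing: single-point compound dose.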
* marks the source's active call; other numbers are inactive results; · = no result given; & = joins results of further samples.

compound | esBAF inh | RAD52 inh | PglD DTNB | Casp6 inh | ERp5 block | ARNT-TACC3 inh | RAD54 inh | E-sel inducer
COC(=O)c1cc(S(=O)(=O)N2CCN(c3ccc([N+](=O)[O-])cc3)CC2)c[nH]1 | -1.0 | -2.5 | -8.0 | -3.6 | 10.8 | -0.7 | -11.3 | ·
C[C@H](CO)N1C[C@H](C)[C@H](CN(C)S(C)(=O)=O)Oc2ncc(C3=CCCC3)cc2C1=O | -6.3 | 14.1 | 4.8 | · | -0.6 | · | 1.2 | -0.1
CN(C)C(=O)c1ccc(NC(=O)c2cccnc2)cc1 | -1.2 | · | -4.9 | · | · | -0.4 | 2.6 | ·
Cn1c2[n+](c3ccc(Cl)cc3c1=O)Cc1ccccc1-2 | 2.7 | -10.9 | -3.8 | -1.9 | · | -4.3 | 5.7 | ·
O=C(/C=C/c1ccc([N+](=O)[O-])cc1)NCCc1ccccc1 | · | -15.1 | · | -0.6 | 1.9 | -4.2 | · | 0.3
C[C@H](CO)N1C[C@H](C)[C@@H](CN(C)C(=O)Nc2cccc(C(F)(F)F)c2)OCc2ccccc2-c2ccccc2C1=O | -9.2 | 4.6 | 0.0 | 0.7 | 2.7 | 10.1 | 5.5 | -0.4
CC(C)CN(C(=O)CN1CCN(c2cccc(Cl)c2)CC1)c1c(N)n(CC(C)C)c(=O)[nH]c1=O | -5.6 | -13.0 | 1.1 | 0.8 | -3.7 | -5.2 | -5.9 | ·
C[C@@H]1CN([C@H](C)CO)C(=O)CCCn2cc(nn2)CO[C@H]1CN(C)S(=O)(=O)c1ccc2ccccc2c1 | -2.0&2.4&-1.0 | -11.0&7.5&4.1 | -0.9&0.7&1.7 | 0.6&-2.4&-1.9 | 2.2&1.2&0.4 | -1.8 | 6.3&5.4&4.8 | 0.5
Cc1ccc(N(Cc2cc3ccccc3[nH]c2=O)S(C)(=O)=O)cc1 | · | -7.2 | · | -3.6 | -5.4 | 1.7 | · | ·
O=C(COc1ccccc1)Nc1nnc(-c2ccccc2)o1 | 2.6 | -23.8 | 1.7 | 0.5 | 0.7 | 93.2* | 0.5 | -0.2
CCOC(=O)C1CCN(S(=O)(=O)c2ccc(Cl)cc2)CC1 | 3.5 | 0.0 | 4.9 | -0.6 | -5.5 | 0.1 | -0.4 | ·
Cc1ccc(S(=O)(=O)c2nnn3c2nc(N2CCOCC2)c2ccccc23)cc1C | -5.3 | -6.5 | -1.4 | 0.0 | 1.4 | -0.9 | 0.7 | ·
COc1ccc(C(=O)NNC(=O)c2ccc(F)c(S(=O)(=O)N3CCOCC3)c2)cc1 | 7.1 | 2.7 | · | 1.1 | -0.1 | · | · | ·
Cc1noc2ncnc(N3CCCCC3)c12 | · | -8.1 | · | 1.4 | 3.3 | -0.6 | · | 0.0
O=C(CCn1c(=O)oc2ccccc21)Nc1ccc2c(c1)OCCO2 | 56.9* | -7.4 | 1.7 | -0.3 | -3.7 | 1.2 | 7.0 | -0.1
O=C(c1cccs1)n1nc(-c2cccnc2)nc1NCc1ccco1 | 3.4 | -8.3 | 6.2 | -1.3 | 8.4 | -0.8 | 7.3 | -0.2
CCN(CC)S(=O)(=O)c1cccc(-c2nnc(SC(C)C#N)n2Cc2ccccc2)c1 (centres undefined) | 6.6 | · | -1.6 | · | · | -2.8 | -7.8 | ·
CN(CC(=O)O)S(=O)(=O)c1ccc(F)cc1 | -7.0 | · | -1.3 | · | · | 3.9 | 14.1 | ·
Cc1ccc(C2C(=O)N(C3CCC(C)CC3)CC(=O)N2C2CC2)cc1 (centres undefined) | 0.2 | 3.1 | -0.2 | 3.0 | -3.0 | -23.1 | 0.9 | ·
Cc1c(NC(=S)NC(NC(=O)CC(C)C)C(Cl)(Cl)Cl)c(=O)n(-c2ccccc2)n1C (centres undefined) | -8.0 | · | -1.4 | · | · | -11.6 | -0.9 | -0.1
O=C(CSc1nnnn1-c1ccc2c(c1)OCCO2)N1CCN(C(=O)c2ccco2)CC1 | · | -13.2 | · | 2.6 | 2.5 | -2.4 | · | ·
CC(C)NC(=O)Nc1cccc2c1O[C@@H](CN(C)S(=O)(=O)c1ccccc1)[C@H](C)CN([C@H](C)CO)C2=O | -5.0 | 20.0 | 2.2 | -1.6 | -2.3 | -10.3 | 8.5 | 0.3
COCCOC(=O)c1nccnc1C(=O)Nc1ccc(S(=O)(=O)N2CCOCC2)cc1 | · | -3.0 | -0.5 | 0.7 | -10.7 | -9.8 | -6.1 | ·
Cc1ccc(-n2c(C)cc(/C=N/NC(=O)c3ccc(CN4CCOCC4)cc3)c2C)cc1 | 6.9 | · | -1.2 | · | · | 6.9 | 1.2 | ·
Cc1ccc([C@H]2C[C@@H](n3cc(COC(=O)c4ccccc4)nn3)[C@H](O)CN2C(=O)c2cccs2)cc1 | -2.8 | 9.2 | · | 1.3 | -2.5 | · | · | 2.2

Five entries out of the list above, arranged by the value under Casp6 inh, falling:
| Molecule | Casp6 inh |
| --- | --- |
| Cc1ccc(C2C(=O)N(C3CCC(C)CC3)CC(=O)N2C2CC2)cc1 (centres undefined) | 3.0 |
| CC(C)CN(C(=O)CN1CCN(c2cccc(Cl)c2)CC1)c1c(N)n(CC(C)C)c(=O)[nH]c1=O | 0.8 |
| COCCOC(=O)c1nccnc1C(=O)Nc1ccc(S(=O)(=O)N2CCOCC2)cc1 | 0.7 |
| Cc1ccc(S(=O)(=O)c2nnn3c2nc(N2CCOCC2)c2ccccc23)cc1C | 0.0 |
| CCOC(=O)C1CCN(S(=O)(=O)c2ccc(Cl)cc2)CC1 | -0.6 |

The list goes on.
compound | esBAF inh | RAD52 inh | PglD DTNB | Casp6 inh | ERp5 block | ARNT-TACC3 inh | RAD54 inh | E-sel inducer
CN1C(=O)Cc2cc(S(=O)(=O)NCCc3ccc(Cl)cc3)ccc21 | -4.7 | -27.1 | 0.3 | -2.3 | 4.1 | -5.2 | 0.1 | ·
COCc1nc(-c2ccc(-c3ccc(OC)cc3)nc2OC)no1 | 35.2 | -19.3 | 2.1 | 0.2 | -7.5 | -9.1 | 5.1 | 1.6
CCNC(=O)C[C@H]1CC[C@@H]2[C@H](COc3ccc(NC(=O)Nc4cccc(C)c4)cc3C(=O)N2C)O1 | 5.5 | 11.8 | -1.2 | 0.4 | -3.3 | 12.0 | 0.4 | 0.7
Nc1ncc(S(=O)(=O)c2ccc([N+](=O)[O-])cc2)s1 | -5.2 | -14.0 | -0.6 | -2.4 | -2.2 | -0.4 | 0.9 | -0.4
COCCCN(Cc1ccco1)C(=O)CSc1nc2ncccc2[nH]1 | -0.9 | -11.3 | -6.2 | 1.3 | -3.9 | -7.1 | -5.1 | 7.9
CCOC(=O)CSc1ccccn1 | · | -14.7 | · | 2.1 | 2.6 | · | · | 1.0
CC1Cc2ccccc2N1C1=CC(=O)CCC1 (centres undefined) | · | -12.7 | · | -2.1 | 5.3 | -0.6 | · | ·
Cc1ccccc1CNC(=O)C1CCC(=O)N(CC2CCCCC2)C1 (centres undefined) | · | -9.8 | 3.9 | 13.1 | 6.2 | -16.5 | 9.0 | 0.2
C(=N\n1cnnc1)/c1ccc(N2CCOCC2)s1 | 2.2 | · | -9.0 | · | · | 0.5 | 5.1 | ·
O=C(CN1C(=O)c2ccccc2C1=O)N1CCN(c2ccccc2)CC1 | -5.2 | · | 2.8 | · | · | -6.8 | -10.3 | ·
CCn1cc(C(=O)O)c(=O)c2cc(F)c(N3CCN(C(=S)NC(=O)c4cc(OC)cc(OC)c4)CC3)cc21 | 6.6 | -10.2 | -2.5 | 12.5 | 12.3 | -14.2 | -2.1 | 3.4
COc1ccc(C(=O)Nn2c(C)nc3ccccc3c2=O)cc1Br | · | -10.7 | · | 0.8 | 2.4 | 0.0 | · | ·
O=C(CN(Cc1ccccc1F)C(=O)c1csnn1)NCc1ccc2c(c1)OCO2 | -9.6 | -10.1 | 2.9 | 2.4 | 1.7 | -8.4 | -3.7 | ·
CN(CCCN1CCCCC1)C(=O)CCc1nnc(C2CCCCC2)o1 | 11.2 | -16.3 | 2.9 | -0.5 | 3.6 | -10.9 | 1.4 | 0.0
Cc1noc(C)c1S(=O)(=O)N(C)C[C@H]1OCCCC[C@H](C)Oc2ccc(NC(=O)Nc3ccc4c(c3)OCO4)cc2C(=O)N([C@@H](C)CO)C[C@@H]1C | -2.5 | · | 0.6 | · | · | 31.9 | 5.5 | -0.1
COc1ccc(CCN(Cc2cc3ccc(C)cc3[nH]c2=O)C(C)=O)cc1OC | -9.1 | -16.0 | 6.0 | 2.9 | -1.0 | -9.9 | 4.1 | 2.1
CCCNC(=O)NC[C@H]1[C@@H](c2ccc(C3=CCCCC3)cc2)[C@H](CO)N1C(C)=O | 7.0 | -24.3 | -4.2 | -2.5 | -3.0 | 4.7 | 2.3 | 0.0
CC(C)NC(=O)N(C)C[C@H]1Oc2ccc(NC(=O)Nc3ccc(C(F)(F)F)cc3)cc2CC(=O)N([C@H](C)CO)C[C@@H]1C | 7.2 | 1.6 | -0.7 | 3.7 | 2.3 | 7.5 | 13.6 | -0.1
CC(NC(=O)COC(=O)C1CC2CCCC(C1)C2=O)c1ccccc1 (centres undefined) | 1.6 | -13.3 | -2.8 | 0.9 | 4.2 | -3.1 | 2.3 | ·
O=C1C2CCCN2C(c2cccs2)N1c1ccc(F)cc1 (centres undefined) | -13.4 | -14.2 | · | -1.1 | -0.8 | -2.9 | · | ·
CCOC(=O)CCC(=O)NCc1ccc2[nH]c(C)cc2c1 | -2.4 | · | 1.4 | · | · | -1.2 | -5.3 | ·
COc1ccc2c3c([nH]c2c1)[C@@H](CO)N(C(=O)c1cnccn1)CC31CN(S(C)(=O)=O)C1 | · | -2.0 | · | 2.7 | -1.5 | · | · | -0.4
CCOc1ccc(-n2c(Cc3cc(=O)[nH]c(=O)[nH]3)nnc2SC(C)C)cc1 | 0.2 | · | 1.8 | · | · | -0.4 | -13.4 | ·
CC(=O)c1sc(NC(=O)C2CC(=O)N(Cc3ccccc3)C2)nc1-c1ccccc1 (centres undefined) | · | -27.7 | · | 2.0 | 4.1 | · | · | 9.5
COCC(=O)N1CC2(CN(C(=O)c3cccnc3)C2)c2c([nH]c3cc(OC)ccc23)[C@H]1CO | · | -2.3 | · | 0.6 | -6.7 | · | · | 0.0

Entries of single compounds from above. Order of screens: esBAF inh | RAD52 inh | PglD DTNB | Casp6 inh | ERp5 block | ARNT-TACC3 inh | RAD54 inh | E-sel inducer
Record of `CC1Cc2ccccc2N1C1=CC(=O)CCC1` (centres undefined) → · | -12.7 | · | -2.1 | 5.3 | -0.6 | · | ·
Record of `CC(=O)c1sc(NC(=O)C2CC(=O)N(Cc3ccccc3)C2)nc1-c1ccccc1` (centres undefined) → · | -27.7 | · | 2.0 | 4.1 | · | · | 9.5
Record of `O=C(CN1C(=O)c2ccccc2C1=O)N1CCN(c2ccccc2)CC1` → -5.2 | · | 2.8 | · | · | -6.8 | -10.3 | ·

Remaining list, next part
compound | esBAF inh | RAD52 inh | PglD DTNB | Casp6 inh | ERp5 block | ARNT-TACC3 inh | RAD54 inh | E-sel inducer
O=C(CSc1n[nH]c(-c2ccccc2Br)n1)NC(=O)NCc1ccco1 | -0.9 | · | 7.2 | · | · | 0.4 | -9.9 | -2.2
CC(CN(C)Cc1ccccc1)OC(=O)C1COc2ccccc2O1 (centres undefined) | 1.2 | -11.8 | 2.9 | -1.1 | 4.8 | -18.6 | -11.3 | -0.2
Cc1cccc(C(=O)Nc2ccc(NC(=O)CN3CCOCC3)cc2)c1 | 0.1 | -42.6 | -0.1 | -1.9 | 1.2 | -2.9 | -4.0 | ·
C[C@@H]1CN([C@H](C)CO)S(=O)(=O)c2ccc(/C=C/c3ccccc3)cc2O[C@H]1CN(C)Cc1ccccc1 | -0.1 | 9.9 | -7.7 | 0.2 | 5.7 | 24.8 | 3.4 | -0.4
Cc1c(Cc2ccccc2)c(=O)oc2c(C)c(OCc3nn[nH]n3)ccc12 | 1.1 | · | 1.7 | · | · | 9.3 | -7.1 | ·

Source: PubChem (Broad Institute)
